# Source: PubChem
# TRb-SRC2 inh: inhibitors of human thyroid hormone receptor beta-SRC2 interaction; P10828; TRbeta-SRC2 peptide binding, fluorescence polarization; receptor liganded with 1 µM T3; Potency, µM (series often up to 106 µM), without a hit: at the top dose activity change, negative = inhibition, most hits filed as inhibitors; actives 0.065% (n = 280,000);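 note: plate controls were bound peptide for no effect and peptide without receptor for full effect; nearly all actives have a fitted effect of over 50% in size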
#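 TRb LBD 0.6 uM + Texas Red SRC2 peptide 20 nM, 1 uM T3, Tris buffer w/ 5% DMSO; compound pinned, 5 h RT; FP read ex 555/em 632; normalized to unbound and bound controls.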
# ALDH1A1 block: blocks purified human ALDH1A1 activity; P00352; Purified ALDH1A1, NADH fluorescence, propionaldehyde substrate; Potency, µM (top dose mostly 75.3 µM), inactives show at the highest dose activity, negative = inhibition, most hits filed as inhibitors; actives 7.3% (n = 220,000); active = well fitted inhibition curve with a large enough effect, not every such curve was filed as active; inconclusive = small, poorly fitted or top-dose-only effect, or another doubt; inactive = no such curve, though single readings can be large or run the other way;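 note: plate controls were no enzyme wells and a reference inhibitor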
# Target sequence (P00352 whole entry, looked up): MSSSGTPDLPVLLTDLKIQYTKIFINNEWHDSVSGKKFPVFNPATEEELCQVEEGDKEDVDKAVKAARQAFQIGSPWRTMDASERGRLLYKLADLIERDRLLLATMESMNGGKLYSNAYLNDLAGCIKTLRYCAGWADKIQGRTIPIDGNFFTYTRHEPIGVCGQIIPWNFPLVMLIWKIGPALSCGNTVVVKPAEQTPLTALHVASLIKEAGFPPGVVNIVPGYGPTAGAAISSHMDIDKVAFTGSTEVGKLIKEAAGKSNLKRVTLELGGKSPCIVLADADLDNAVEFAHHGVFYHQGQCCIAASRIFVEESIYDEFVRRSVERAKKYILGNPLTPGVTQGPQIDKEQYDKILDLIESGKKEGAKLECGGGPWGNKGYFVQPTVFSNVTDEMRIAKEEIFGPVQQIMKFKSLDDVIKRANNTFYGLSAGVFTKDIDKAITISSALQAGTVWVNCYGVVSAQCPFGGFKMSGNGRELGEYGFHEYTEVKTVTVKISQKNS
# Tau fluor counter: counter-screen for tau fibril formation inhibitors; actives 0.93% (n = 280,000); AID 1463; Potency, µM (top dose mostly 57.7 µM), inactives show top-dose activity change, negative = decrease; tau K18 P301L Alexa594 fluorescence, heparin fibrillization; note: nearly all actives have a fitted effect of over 55% in size
#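 Human tau K18 P301L (15 uM unlabeled, 0.24 uM Alexa 594-labeled) in 100 mM sodium acetate pH 7 with 20 uM heparin, 6 hr at 37 C. ThT 30 uM added, 1 hr ambient; Alexa 594 FP and total fluorescence read at 555/632 nm.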
# Tau FP inhib: blocks human tau fibril formation measured by polarization. P10636. K18 P301L tau heparin fibrillization, Alexa594 FP, 6 h. Potency, µM (titrated, usually from 57.7 µM), for inactives: top-dose activity, negative = inhibition, usual class: inhibitors. actives 0.39% (n = 280,000). AID 1468; note: nearly all actives have a fitted effect of over 55% in size
# Target sequence (P10636 561-689 P618L limits assumed): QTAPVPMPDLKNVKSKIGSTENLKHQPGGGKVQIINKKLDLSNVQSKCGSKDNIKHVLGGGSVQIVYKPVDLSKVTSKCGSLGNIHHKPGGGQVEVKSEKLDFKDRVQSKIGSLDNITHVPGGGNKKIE
#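 Compound effects on tau fibrillization are measured by Alexa 594 fluorescence polarization (ex 555, em 632 nm). K18 P301L tau is used at 15 uM with 0.24 uM labeled tracer, and 20 uM heparin induces aggregation over 6 hr at 37 C.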
# Tau ThT inhib: blocks human tau fibril formation measured by thioflavin T. Potency, µM (highest dose often 57.4 µM), inactives show at the top dose activity, negative = inhibition, usual class: inhibitors. recombinant tau K18 P301L (four-repeat tau fragment), heparin-induced fibrillization, ThT fluorescence. P10636. actives 2.1% (n = 270,000); note: nearly all actives have a fitted effect of over 55% in size
#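 Heparin-induced (20 uM) aggregation of recombinant human K18 P301L tau, 15 uM unlabeled with 0.24 uM labeled, pH 7 acetate buffer, 6 hr at 37 C with compound. Fibrils quantified by 30 uM ThT fluorescence after 1 hr ambient incubation.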
# TR SRC2 fluor cs: counter-screen for TRb-SRC2 inhibitors: fluorescence interference; TRb/SRC2 Texas Red total fluorescence interference; Potency, µM (doses to about 106 µM), inactives show at the highest dose fluorescence change, negative = quenching; actives 0.29% (n = 280,000); AID 1479; active = well fitted curve in either direction with a large enough effect; inconclusive = small, poorly fitted or top-dose-only effect
#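 Human TRb ligand-binding domain at 0.6 uM with 20 nM Texas Red SRC2 peptide in Tris buffer containing 1 uM T3 and 5% DMSO, incubated with compound 5 h at ambient temperature. Total fluorescence (555/632 nm) calculated as parallel + 2 × perpendicular.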
# aGal spleen mod: alpha-galactosidase A (human) modulation | P06280 | human spleen homogenate, 4MU-alpha-Gal fluorescence, 40 min | Potency, µM (top dose mostly 80 µM), for inactives: at the highest dose activity change, negative = inhibition, hits mostly inhibitors | actives 0.008% (n = 240,000);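 note: 0% = enzyme with vehicle and -100% = no enzyme basal signal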
# Target sequence (P06280 32-429 limits assumed): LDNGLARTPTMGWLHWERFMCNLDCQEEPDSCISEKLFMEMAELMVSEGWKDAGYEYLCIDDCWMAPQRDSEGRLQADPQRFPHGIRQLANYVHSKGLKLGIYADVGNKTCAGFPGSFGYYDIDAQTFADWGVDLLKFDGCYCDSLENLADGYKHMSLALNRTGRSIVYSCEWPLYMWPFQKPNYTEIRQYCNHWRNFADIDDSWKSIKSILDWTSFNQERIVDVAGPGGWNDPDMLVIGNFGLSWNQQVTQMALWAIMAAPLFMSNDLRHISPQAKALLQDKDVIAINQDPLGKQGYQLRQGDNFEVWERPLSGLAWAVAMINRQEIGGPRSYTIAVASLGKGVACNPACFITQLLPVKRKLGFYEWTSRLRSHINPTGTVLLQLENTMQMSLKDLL
#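 qHTS titration in buffer at pH 5.0. Alpha-galactosidase activity in spleen homogenate was measured via 4-methylumbelliferone release from 1 mM fluorogenic substrate after 40 min at 37C and a pH 10 stop. AC50 came from Hill fits of control-normalized data.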
# L3MBTL1 block: L3MBTL1 (human) inhibition; Q9Y468; AlphaScreen L3MBTL1–H3K9me1 peptide binding; Potency, µM (series often up to 57.1 µM), without a hit: at the top dose activity, negative = inhibition, actives largely listed as inhibitors; actives 0.66% (n = 230,000); note: nearly all actives have a fitted effect of over 60% in size
#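 L3MBTL1 (50 nM) pre-complexed 30 min with biotinylated H3(1-15)K9me1 peptide (75 nM), then compounds added for 30 min at room temperature; AlphaScreen streptavidin donor/nickel chelate acceptor beads (10 ug/mL final) read after 30 min dark incubation.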
# Numbers without * were called inactive; ? = inconclusive; . = not tested or not shown; [ ] = remark or other dose. Unless noted, calls come from the whole dose curve; as a rule, active = well fitted curve in the direction sought with a large enough effect; inconclusive = small, poorly fitted or top-dose-only effect, or another doubt; inactive = no such curve, though single readings can be large; an effect the other way counts as inactive or inconclusive. Unless noted, % is set by controls: 0 for no effect and ±100 for the full control effect; potency is the fitted concentration of half-maximal effect.
SMILES,TRb-SRC2 inh,ALDH1A1 block,Tau fluor counter,Tau FP inhib,Tau ThT inhib,TR SRC2 fluor cs,aGal spleen mod,L3MBTL1 block
Clc1cccc(Nc2c3c(nc4ncnn24)CCC3)c1,6%,?,-9%,1%,-7%,0%,-7%,38%[activator]
Cc1ccc(S(=O)(=O)N(c2nc(NC(C)C)nc(NC(C)C)n2)n2cnnc2)cc1,3%,?,2%,-2%,-2%,-5%,4%,0%
CCc1ccc(NC(=O)COC(=O)CN2C(=O)COc3ccccc32)cc1,-14%,-1%,-20%,-17%,-3%,-1%,-3%,.
CCCn1c(C)cc(C(=O)Cn2nnc3ccccc3c2=O)c1C,-2%,?,-14%,-5%,-5%,-5%,-6%,9%
CC(C)(C)NC(=O)C(c1ccc(F)cc1)N(Cc1ccco1)C(=O)c1csnn1 (stereo not given),2%,7%,-1%,-5%,-9%,-5%,-1%,-6%
O=C(COc1ccc(F)cc1)Nc1ccc2nc(SCc3ccccc3)sc2c1,4%,.,-2%,-15%,2%,-10%,.,.
O=C(NCCCNc1ccc(C(F)(F)F)cc1[N+](=O)[O-])c1ccc(F)cc1,-4%,7%,-30%,?,?,-4%,-2%,-3%
COC(=O)c1cc2occc2n1CC(=O)Nc1ccc(OC)c(OC)c1OC,-2%,-6%,-10%,-11%,-8%,-1%,-5%,.
COc1ccc(CN2C(=O)C(NC(=O)c3ccccc3OC)(C(F)(F)F)N=C2c2ccccc2)cc1 (stereo not given),0%,.,?,-14%,-9%,-1%,.,.
NC(=S)N/N=C1\CCSc2ccc(Cl)cc21,3%,.,1%,-3%,.,-1%,-2%,.
COc1ccc(CN2CCCN(CC(=O)Nc3ccc(Br)cc3F)S2(=O)=O)cc1,8%,.,-13%,11%,8%,1%,.,.
C/C(=N\OCC(=O)Nc1ccc(F)c(F)c1F)c1cc2ccccc2o1,-7%,?,1%,-2%,3%,-4%,-3%,18%
CCOc1ccc2[nH]c(=O)c(C(c3nnnn3C3CCCCC3)N3CCN(C)CC3)cc2c1 (stereo not given),-13%,?,-3%,5%,-9%,0%,3%,.
COC(=O)c1ccc(Cn2c(O)c(N=NC(N)=S)c3ccccc32)o1,2%,.,-21%,-1%,.,-4%,-4%,.
CCN(CC)C(=O)COc1ccc(/C(C)=N/Nc2ncc(Cl)cc2Cl)cc1,5%,11%,-5%,4%,?,2%,0%,-17%
C=CCn1c(SCc2nc3sc(C(=O)O)c(C)c3c(=O)[nH]2)nnc1-c1ccc(F)cc1,6%,?,0%,3%,-11%,4%,2%,-5%
CCN(C(=O)c1coc(=O)c2ccccc12)c1ccccc1C,-6%,.,-12%,-10%,0%,-2%,.,.
CCc1ccc(N2CN(CCc3ccccc3)CNC2=S)cc1,2%,?,-5%,3%,-5%,-5%,-6%,-5%
O=C(Cn1nc(CNc2ccc(Cl)cc2)[n+]2c1CCCCC2)c1ccc(Cl)cc1,12%,5%,2%,4%,6%,-1%,0%,-10%
O=C(Cc1ccc(Cl)cc1)N/N=C/c1cccs1,1%,-6%,2%,10%[2.34 µM],-3%,-3%,1%,0%
COc1ccc2c(-c3ccccc3)cc(SCC(=O)NC(N)=O)nc2c1,0%,2%,-15%,-13%,-4%,-4%,9%,0%
COc1ccc(-c2nc3c(n2O)CCCC3=O)cc1OC,1%,?,0%,-1%,-6%,-6%,6%,2%
Cc1cc(NC(=O)CCCn2nc([N+](=O)[O-])c(Cl)c2C)no1,-8%,-10%,-3%,2%,-1%,-3%,-1%,-4%
N#CCOc1nc(N2CCCC2)nc(N2CCCC2)n1,10%,-2%,-7%,-3%,-11%,-1%,0%,.
C[C@@H](Oc1ccccc1)c1nnn(Cc2ccccc2)c1-c1c([C@@H](C)Oc2ccccc2)nnn1Cc1ccccc1,0%,.,11%,5%,2%,2%,7%,.
CC(C)NC(=O)c1c(O)c2ccccc2[nH]c1=O,-1%,-12%,3%,3%,-2%,-1%,3%,.
CCOC(=O)C1CCCN(C(=O)COC(=O)c2ccc(C#N)cc2)C1 (stereo not given),0%,-1%,2%,2%,-3%,-5%,-2%,12%
CN1CCN(CC#CCC(O)(c2ccccc2)c2ccccc2)CC1,-1%,.,13%,7%,7%,-2%,5%,-5%
CCC(=O)NNC(=O)CCC(=O)Nc1cccc(Cl)c1C,0%,8%,3%,-4%,4%,-1%,-7%,12%
CCc1ccc2c(c1)C(c1ccc([N+](=O)[O-])cc1)=NNC(c1ccc(F)cc1)=N2,0%,5%,?,9%,-24%,0%,4%,-2%
Cc1ccccc1NS(=O)(=O)c1ccc(C(=O)N2CCN(c3ccccn3)CC2)cc1,0%,2%,-9%,-2%,-2%,-2%,-2%,-7%
O=C(Nc1c2ccccc2nc2ccccc12)C(Cl)(Cl)Cl,-3%,?,-4%,2%,-11%,-3%,?,11%
CN1C(=O)C(/C(N)=N/NC(=O)c2ccccc2)C2CC1(C)Oc1ccccc12 (stereo not given),6%,7%,-2%,-4%,3%,1%,5%,3%
CC(OCCN(C)C)C(=O)C12CC3CC(CC(C3)C1)C2 (stereo not given),9%,.,-7%,-3%,-5%,-3%,-2%,3%
O=C(O)c1cccc(COc2ccc(CO)cc2Cl)c1,-4%,12%,-13%,?,?,-5%,2%,6%
CN(C)S(=O)(=O)c1ccc2[nH]cc(/C=C/c3nc4ccccc4c(=O)n3-c3ccccc3)c2c1,-13%,?,-13%,-14%,10%,3%,5%,-6%
Cc1ccc(C2C3=C(CC(C)(C)CC3=O)N(CCN3CCOCC3)C3=C2C(=O)CC(C)(C)C3)cc1,-23%,?,-10%,3%,-8%,1%,22%,0%
Cc1ccc(CNCC2CCCO2)s1 (stereo not given),3%,-16%,-3%,-1%,-3%,1%,-14%,.
CC(=O)c1c(C)[nH]c(C(=O)Nc2nc(-c3ccc(Cl)cc3)cs2)c1C,-6%,?,-12%,8%,-12%,-5%,-9%,18%
Cc1cccc(-c2nc3nc(C)cc(N4CCN(c5ccccc5)CC4)n3n2)c1,-13%,.,0%,1%,?,0%,.,.

# Sorted by molar mass (low to high): five of the compounds above
SMILES,TRb-SRC2 inh,ALDH1A1 block,Tau fluor counter,Tau FP inhib,Tau ThT inhib,TR SRC2 fluor cs,aGal spleen mod,L3MBTL1 block
O=C(O)c1cccc(COc2ccc(CO)cc2Cl)c1,-4%,12%,-13%,?,?,-5%,2%,6%
CCc1ccc(N2CN(CCc3ccccc3)CNC2=S)cc1,2%,?,-5%,3%,-5%,-5%,-6%,-5%
CCOC(=O)C1CCCN(C(=O)COC(=O)c2ccc(C#N)cc2)C1 (stereo not given),0%,-1%,2%,2%,-3%,-5%,-2%,12%
CN(C)S(=O)(=O)c1ccc2[nH]cc(/C=C/c3nc4ccccc4c(=O)n3-c3ccccc3)c2c1,-13%,?,-13%,-14%,10%,3%,5%,-6%
COc1ccc(CN2CCCN(CC(=O)Nc3ccc(Br)cc3F)S2(=O)=O)cc1,8%,.,-13%,11%,8%,1%,.,.

# (listing goes on)
SMILES,TRb-SRC2 inh,ALDH1A1 block,Tau fluor counter,Tau FP inhib,Tau ThT inhib,TR SRC2 fluor cs,aGal spleen mod,L3MBTL1 block
CC(C)CC(=O)Nc1nc2nc(-c3ccccc3)cc(=O)n2[nH]1,2%,.,0%,2%,-3%,-2%,.,.
C/C(=C\C(=O)c1cccnc1)Nc1ccc(C)c(C)c1,-2%,-7%,-9%,1%,?,-3%,3%,-1%
CCC(=O)c1ccc(N2CCN(C(=O)COc3ccccc3F)CC2)c(F)c1,4%,-15%,-4%,10%,-15%,-3%,6%,13%
COc1ccc(-c2nnc(SCC(=O)N(C)C3CCCCC3)o2)cc1OC,7%,.,-30%,-12%,-8%,-1%,.,.
CC1(C)NC(=O)N(CCOc2ccc([N+](=O)[O-])cc2)C1=O,0%,-7%,-7%,-8%,-3%,-4%,6%,-2%[11.4 µM]
CCCC(=O)n1nc(-c2cccnc2)nc1NCc1cccs1,-6%,-4%,-8%,3%,-15%,-4%,-4%,.
[O-]/[N+](=C\c1ccc(F)cc1)c1ccccc1,7%,20µM*,-14%,?,?,2%,-1%,.
COc1cc(OC)c(NC(=O)N2CCc3cc(OC)c(OC)cc3C2CC(=O)O)cc1Cl (stereo not given),-3%,.,4%,5%,-1%,-1%,.,.
Cc1ccc(-c2cn(S(=O)(=O)c3cccc([N+](=O)[O-])c3)nc2N)cc1,7%,4%,?,?,-7%,-3%,2%,-9%
O=CNn1cnc2c(oc3nc(-c4ccccc4)cc(-c4ccco4)c32)c1=O,0%,?,9%,-5%,9%,1%,6%,?
CN(C(=O)c1ccc2c(c1)CCN2S(C)(=O)=O)c1ccccc1,-4%,6%,5%,-3%,2%,-1%,3%,?
COC(=O)c1ccc(-n2c(C)cc(C(=O)CSc3ccc(NC(C)=O)cc3)c2C)cc1,0%,-9%,?,-3%,?,5%,6%,-13%
CCC1CCCCN1C(=O)COc1c(Br)cc(Br)c2cccnc12 (stereo not given),0%,?,-2%,7%,?,-1%,1%,-1%[11.4 µM]
CC(=O)N1CCc2cc(CNC(=O)Cc3ccc(F)cc3)ccc21,-1%,.,1%,1%,0%,0%,.,.
CCCS(=O)(=O)N1CCCC(C(=O)N2CCN(c3ccccn3)CC2)C1 (stereo not given),-5%,?,-5%,-11%,-10%,2%,9%,-2%
CC(=O)Nc1cc(C(=O)N2CCc3ccccc3C2)ccc1Sc1ccc(F)cc1,9%,-8%,7%,4%,-5%,-3%,-8%,4%
Cc1nn(-c2ccc(F)cc2)c(-n2cccc2)c1C(=O)NCCCN1CCN(c2ccccc2F)CC1,-1%,.,-7%,4%,-8%,1%,.,.
O=C(OCC(=O)N1CCN(c2ccccc2)CC1)c1cccc(Cl)c1,-6%,1%,10%,-3%,14%,-2%,-3%,-10%
Cc1cc(NC(=O)CCC2CCCCC2)no1,-15%,?,-2%,-5%,-1%,0%,-5%,-3%
c1cnc2c(Oc3ncnc4sccc34)cccc2c1,-4%,17%,-3%,-4%,1%,-5%,-7%,.
CC(C)(C)C(=O)NCC12C=CC(O1)C1C(=O)N(c3ccccc3)C(=O)C12 (stereo not given),-19%,1.4µM*,6%,4%,-14%,-1%,11%,-4%
